Bioassay records deposited in PubChem by several laboratories.
HIF activator: HIF pathway transcriptional activators, primary screen, cell-based, U2OS HRE-luciferase, luminescence; activation, % at 7.5 µM (by protocol); actives 0.32% (n = 300,000); U2OS HRE-luciferase reporter; normalized: DMSO 0%, desferrioxamine 100%;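 active = mean activation of at least 10% of the iron chelator positive control signal, with at least half of replicates also reaching 10%; inconclusive = mean and replicate majority disagree about reaching 10%; inactive = mean and most replicates under 10%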
MrgX1 allo act: positive allosteric modulators of MrgX1, primary screen, HEK293 cells, Fluo-4 calcium flux; AID 588675, 2011; Mas-related G-protein coupled receptor member X1 (Homo sapiens), Q96LB2; actives 0.63% (n = 310,000); FDSS; hits give high values; B-score at 10 µM;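 active = plate-corrected calcium response at least 3 library SD above typical, normal starting fluorescence, not activating the receptor alone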;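 also: compound read alongside a low EC10 to EC30 dose of BAM8-22 agonist; peak minus trough fluorescence over baseline measured at the second addition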
MrgX1 agonist: agonists of human MrgX1 receptor, primary screen, HEK293 cells, Fluo-4 calcium flux; Fluo-4 calcium fluorescence, agonist mode; hits give high values; AID 588627, 2011; actives 0.44% (n = 310,000); B-score at 10 µM; Mas-related G-protein coupled receptor member X1 (Homo sapiens), Q96LB2;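 active = calcium response B-score plate-corrected fluorescence ratio at least 3 library SD, with starting fluorescence B-score inside 5 SD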
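Material: MrgX1-expressing HEK293 cells; input: 15,000 cells per well; doses: test compound given as first of three sequential additions; schedule: overnight plating before 1 h dye loading; technique: Fluo-4 NW calcium-flux fluorescence, kinetic read; evaluation: baseline-normalised fluorescence change ratio, B-scored; control set: plate-wise positive and negative controls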
TRPC6 inh: mouse TRPC6 channel inhibitors, primary screen, cell-based, HEK293, membrane potential dye; ACh-evoked depolarization; hits give low values; AID 2553, 2010; actives 1.1% (n = 310,000); Short transient receptor potential channel 6 (Mus musculus), Q61143; B-score at 10 µM;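 active = B-score under library mean minus 3 SD, initial fluorescence not abnormally high, positive integrated signal ratio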;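 also: B-score derived from integrated fluorescence ratio over the kinetic read; more negative B-score means stronger inhibition of depolarization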
MrgX1 antagonist: antagonists of human MrgX1 receptor, primary screen, HEK293 cells, Fluo-4 calcium flux; actives 1.3% (n = 310,000); B-score at 10 µM; Mas-related G-protein coupled receptor member X1 (Homo sapiens), Q96LB2; BAM8-22 antagonism; hits give low values;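 active = calcium-response B-score plate-corrected more than 3 library SD below zero, starting fluorescence within 5 deviations, no agonist response on first addition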;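 also: peak minus trough fluorescence over baseline after final BAM8-22 challenge near maximal dose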
TRPC6 activator: mouse TRPC6 channel activators, primary screen, cell-based, HEK293, membrane potential dye. actives 0.13% (n = 310,000). B-score at 10 µM. Short transient receptor potential channel 6 (Mus musculus), Q61143. AID 2550, 2010. HEK293-TRPC6 membrane potential dye fluorescence; hits give high values;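 active = B-score of the integrated fluorescence ratio above library mean plus 3 SD, and starting fluorescence ratio within library mean plus 5 SD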;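 also: higher score means more depolarization so channel activation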
PolyA inhibitor: polyadenylation inhibitors in yeast reporter cells, primary screen, luminescence, S. cerevisiae. S. cerevisiae SKY197-pL101 polyadenylation reporter, beta-gal luminescence; efflux-impaired pdr1/pdr3 knockout yeast; score 100 = 6 SD above DMSO. calls only at 12 µM. actives 0.02% (n = 300,000);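 active = lowest replicate activity score at least 50, where 100 means six control SD above control mean; inconclusive = lowest score under 50 but half or more replicates reach 50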;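 also: yeast exposed to compound for 9 h at 30 °C; higher score means more reporter readthrough which indicates perturbed polyadenylation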
TRPC4 potent: positive allosteric modulators of TRPC4, primary screen, cell-based, mouse TRPC4beta, HEK293 mu-opioid, Fluo-4 calcium; B-score at 10 µM; AID 2227, 2009; DAMGO EC20, Fluo-4 Ca2+ flux; hits give high values; Short transient receptor potential channel 4 (Mus musculus), Q9QUQ5; actives 0.42% (n = 310,000);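 active = B-score of calcium response area above 5 SD of library B-scores, with initial fluorescence ratio within 5 SD of library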;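 also: B-score of integrated fluorescence ratio over time as area under calcium response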
Target sequence (Q9QUQ5 whole entry, looked up): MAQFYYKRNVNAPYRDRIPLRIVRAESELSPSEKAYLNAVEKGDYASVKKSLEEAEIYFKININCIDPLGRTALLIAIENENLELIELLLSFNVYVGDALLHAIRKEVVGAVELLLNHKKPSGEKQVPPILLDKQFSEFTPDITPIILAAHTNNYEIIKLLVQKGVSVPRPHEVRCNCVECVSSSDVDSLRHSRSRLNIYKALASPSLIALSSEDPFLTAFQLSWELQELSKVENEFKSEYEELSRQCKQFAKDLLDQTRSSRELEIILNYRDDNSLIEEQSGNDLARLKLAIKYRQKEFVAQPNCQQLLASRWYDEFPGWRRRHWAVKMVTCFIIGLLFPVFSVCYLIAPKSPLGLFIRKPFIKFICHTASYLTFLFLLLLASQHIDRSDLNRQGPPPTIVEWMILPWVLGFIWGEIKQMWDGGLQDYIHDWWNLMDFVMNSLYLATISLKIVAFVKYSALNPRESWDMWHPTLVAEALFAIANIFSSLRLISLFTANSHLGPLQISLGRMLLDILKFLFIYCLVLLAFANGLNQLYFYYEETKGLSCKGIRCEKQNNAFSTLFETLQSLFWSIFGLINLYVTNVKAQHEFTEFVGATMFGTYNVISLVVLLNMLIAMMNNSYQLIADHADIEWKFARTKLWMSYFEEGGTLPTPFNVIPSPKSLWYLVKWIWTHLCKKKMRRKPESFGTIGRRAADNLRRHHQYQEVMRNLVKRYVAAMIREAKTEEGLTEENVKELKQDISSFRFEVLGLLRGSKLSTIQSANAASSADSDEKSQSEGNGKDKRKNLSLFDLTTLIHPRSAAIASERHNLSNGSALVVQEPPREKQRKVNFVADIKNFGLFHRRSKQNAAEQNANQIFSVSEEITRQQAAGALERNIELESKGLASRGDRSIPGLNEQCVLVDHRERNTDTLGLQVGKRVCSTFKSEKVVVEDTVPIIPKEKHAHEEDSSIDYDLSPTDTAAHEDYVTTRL
TRPC4 inh: inhibitors of mouse TRPC4 channel, primary screen, Fluo4 calcium, HEK293 TRPC4beta/mu-opioid cells; Short transient receptor potential channel 4 (Mus musculus), Q9QUQ5; actives 0.39% (n = 300,000); B-score at 10 µM; DAMGO-evoked Fluo4 calcium flux; hits give low values; AID 2247, 2010;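 active = B-score over 3 SD under the library average, no early fluorescence shift, positive overall ratio signal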
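Assay system – HEK293 line stably carrying TRPC4beta and mu-opioid receptor · Doses – single dose · Detection – Fluo4 calcium-dye fluorescence, kinetic read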
TRPC4 act: activators of mouse TRPC4 channel, primary screen, Fluo4 calcium, HEK293 TRPC4beta/mu-opioid cells; Short transient receptor potential channel 4 (Mus musculus), Q9QUQ5; Fluo4 calcium fluorescence; hits give high values; B-score at 10 µM; actives 0.49% (n = 310,000); AID 2237, 2010;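 active = B-score above 5 SD of library B-scores, and initial fluorescence ratio not above library mean plus 5 SD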;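 also: positive B-score marks a calcium rise read as TRPC4 activation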
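System – HEK293 cells stably co-expressing mouse TRPC4beta and mu-opioid receptor · Signal – Fluo4 calcium-sensitive dye fluorescence, kinetic, 1 Hz baseline · Benchmarks – buffer (low) and maximal DAMGO (high) · Read-out – B score of integrated fluorescence ratio per well · Incubation – dye loading 45 min room temperature, 110 s kinetic read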
AI-2 QS modul: Vibrio harveyi AI-2 quorum sensing modulators, primary screen, JMH597 strain, luminescence/OD600 ratio | actives 0.4% (n = 300,000) | AID 2094, 2009 | Vibrio harveyi JMH597 AI-2 luminescence/OD600 ratio, 9 h; hits give low values; strain lacks LuxN and CqsS sensors; 0 = neutral-control median | activity change, % at 7.5 µM; in the data active = activity change below about -75%, passing the limit was not always enough; inconclusive = no clear call, values can overlap the other calls;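 also: luminescence divided by OD600 gain over 9 h not by final OD600 alone; inactives centre near 13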
* = called active by the depositor; i = inactive; ? = inconclusive; . = not tested or not shown. Some of the compounds tested; count on the stated rates, not on these rows.

Value order – HIF activator, MrgX1 allo act, MrgX1 agonist, TRPC6 inh, MrgX1 antagonist, TRPC6 activator, PolyA inhibitor, TRPC4 potent, TRPC4 inh, TRPC4 act, AI-2 QS modul
- O=C(COC(=O)c1cccc(S(=O)(=O)N2CCOCC2)c1)Nc1ncc(C(F)(F)F)cc1Cl
    ?, i, i, i, i, i, i, i, i, i, 32
- Cc1c(NC(=O)c2ccccc2)cccc1[N+](=O)[O-]
    -0.1, i, i, i, i, i, i, i, i, i, 11
- COc1ccc(CCC(=O)OCc2csc(CC(=O)Nc3ccccc3C)n2)cc1
    -0.2, i, i, i, i, i, i, i, i, i, 16
- CCN(CC)S(=O)(=O)c1ccc2c(c1)N(CC(=O)N1CCC(C(N)=O)CC1)C(=O)CO2
    -0.2, i, i, i, i, i, i, i, i, i, 5
- Cn1c(SCC(=O)Nc2ccc3cn[nH]c3c2)nnc1-c1cccs1
    -0.1, i, i, i, i, i, i, i, i, i, ?
- CC[N+](C)(CC)CC(O)COCC1COc2ccccc2O1 (stereo not given)
    0.3, i, i, i, i, i, i, i, i, i, 13
- COC(=O)c1ccc(C(=O)OC)c(NC(=O)CN(C)Cc2ccc(Cl)c(Cl)c2)c1
    -0.5, i, i, i, i, i, i, i, i, i, 12
- CCC(=O)Nc1ccc(NC(=O)c2cccc(OC)c2)nc1
    1.7, i, i, i, i, i, i, i, i, i, 13
- Cc1cccc(N(CC(=O)NC2CCCCC2)C(=O)c2c(C)noc2C)c1
    -0.1, i, i, -6*, -6.5*, i, i, i, i, i, 13
- COc1cc(OC)cc(C(=O)NCCC(=O)NCCc2ccc(OC)c(OC)c2)c1
    -0.3, i, i, i, i, i, i, i, i, i, 18
- Cc1ccccc1-n1c(-c2ccc(Br)o2)n[nH]c1=S
    0.0, i, i, i, i, i, i, i, i, i, 0
- Cn1cccc1CNCc1ccccc1Cl
    -0.2, i, i, i, i, i, i, i, i, i, 13
- CCn1cc(C(=O)NCCCN(C)c2ccccc2)c(=O)c2cc(S(=O)(=O)N(C)C)ccc21
    -0.4, i, i, i, i, i, i, i, i, i, 14
- COc1ccc(CCN2CC(C(=O)NCCc3cn[nH]c3)CCC2=O)cc1 (stereo not given)
    -0.1, i, i, i, i, i, i, i, i, i, 28
- CCCS(=O)(=O)N1CCCC(C(=O)NCC(OC)OC)C1 (stereo not given)
    -0.8, i, i, i, i, i, i, i, i, i, 13
- O=C1NC(Nc2nc3ccccc3s2)(C(F)(F)F)C(=O)N1C1CCCCC1 (stereo not given)
    0.6, i, i, i, i, i, i, i, i, i, 22
- COc1ccccc1Nc1ccc(N)cc1
    -0.5, i, i, i, i, i, i, i, i, i, 4
- COc1c(F)c(F)cc2c(=O)c(C(=O)O)cn(C3CC3)c12
    0.0, i, i, i, i, i, i, i, i, i, 13
- Cc1cc(C(=O)N/N=C/c2ccc3c(c2)OCO3)c(C)o1
    3.3, i, i, i, i, i, i, i, i, i, 2
- C=CCOc1ccc(C2NC(=O)c3ccccc3O2)cc1OCC (stereo not given)
    0.4, i, i, i, i, i, i, i, i, i, 8
- CC(C)(C)OC(=O)NCc1ccc(NC(=O)c2nc[nH]c2C(=O)N[C@@H](Cc2ccccc2)C(=O)OCc2ccccc2)cc1
    0.1, i, i, i, i, i, i, i, i, i, 29
- O=C(CCN1C(=O)/C(=C/c2cccs2)SC1=S)NNC(=O)c1cccc(O)c1
    -1.4, i, i, i, i, i, i, i, i, i, 13
- Cc1ccc(-n2nc(C)c3c2OC(N)=C(C#N)C3c2ccoc2)cc1 (stereo not given)
    -0.3, i, i, i, i, i, i, i, i, i, 2
- Cc1cc(C(F)F)n2nc(C(=O)Nc3cccnc3Cl)nc2n1
    0.1, i, i, i, i, i, i, i, i, i, 14
- CCCc1cc(C(=O)Nc2cccnc2Cl)no1
    3.8, i, i, i, i, i, i, i, i, i, 0
- Cc1ccc(-c2cn3cccnc3n2)cc1NC(=O)c1ccc(Br)o1
    -0.1, i, i, i, i, i, i, i, i, i, 48
- COC(=O)c1ccc(C(=O)Nc2cc(Cl)ccc2Cl)cc1NC(=O)c1ccc(N(C)C)cc1
    -0.3, i, i, i, i, i, i, i, i, i, 8
- CCOc1nonc1C(=N)/C(C(C)=O)=C(\C)O
    -0.2, i, i, i, i, i, i, i, i, i, 2
- Cc1nc2ccccc2n1CSc1ccccc1
    ., i, i, i, i, i, i, i, i, i, 5
- CC1=C(C(=O)Nc2ccc(C)cc2)C(c2cccs2)NC(=S)N1 (stereo not given)
    1.8, i, i, i, i, i, i, i, i, i, 14
- Cn1c(=O)c2c(ncn2CC(=O)NC2CCCCC2)n(C)c1=O
    0.0, i, i, i, i, i, i, i, i, i, 17
- Cc1ccc(CNC(=O)Cn2ccc3ccccc3c2=O)o1
    -1.1, i, i, i, i, i, i, i, i, i, 15
- COc1ccc(C(=O)OCC(=O)Nc2ccccc2)cc1[N+](=O)[O-]
    0.3, i, i, i, i, i, i, i, i, i, 11
- COc1ccc(NC(=S)N2CCN(c3ccc([N+](=O)[O-])cc3)CC2)cc1OC
    0.2, i, i, i, i, i, ., i, i, i, 5
- CC(C)c1ccc(NC2CCCN(C(=O)C3=NN(C)C(=O)CC3)C2)cc1 (stereo not given)
    -0.2, i, i, i, i, i, i, i, i, i, 24
- O=C(O)c1ccc(N/N=C/c2cccc3nccnc23)cc1
    1.3, i, i, i, i, i, i, i, i, i, ?
- COc1ccc(C(=O)N(C)Cc2ccccn2)cc1OC1CCN(C(C)C)CC1
    -0.2, i, i, i, -5.2*, i, i, i, i, i, 27
- CC(=O)NC(CC(=O)OCc1ccc([N+](=O)[O-])cc1)c1ccccc1 (stereo not given)
    0.6, i, i, i, i, i, i, i, i, i, 8
- Cc1ccc(OCCNC(=O)c2cccc(C)c2)cc1
    -0.6, i, i, i, i, i, i, i, i, i, -9
- Cc1c(OCC(=O)NC2CCN(Cc3ccccc3)CC2)ccc2c3c(c(=O)oc12)CCC3
    -0.1, i, i, i, i, i, i, 11*, i, i, 11
- Cc1occc1C(=O)N1CCCC(N2CCN(c3cccc(C(F)(F)F)c3)CC2)C1 (stereo not given)
    0.4, i, i, i, i, i, i, i, i, i, 15
- Cc1[nH]c2ccccc2c1C(=O)CN1CCC2(CC1)OCCO2
    0.2, i, i, i, i, i, i, i, i, i, 2
- O=C(Nc1cccc2ccccc12)NC1CCCc2ccccc21 (stereo not given)
    -4.0, i, i, i, i, i, i, i, i, i, 8
- O=C(NC1CCCCC1)C(c1ccc(Cl)cc1)N(C(=O)c1ccccn1)c1cccnc1 (stereo not given)
    0.0, i, i, i, i, i, i, i, i, i, 13
- CC(C)CN(C(=O)Cn1c(Cl)nc2c1c(=O)n(C)c(=O)n2C)C1CCS(=O)(=O)C1 (stereo not given)
    -1.2, i, i, i, i, i, i, i, i, i, 14
- CC[C@H](C)C(=O)O[C@H]1C[C@@H](C)C=C2C=C[C@H](C)[C@H](CC[C@@H]3C[C@@H](O)CC(=O)O3)[C@H]21
    -0.2, i, i, i, i, i, i, i, i, i, 27
- CC1CN(C(NC(=O)C(C)(C)C)C(Cl)(Cl)Cl)CC(C)O1 (stereo not given)
    -1.5, i, i, i, i, i, i, i, i, i, 4
- O=C(CCC(=O)c1ccc(Cl)cc1)NCc1ccccc1
    -0.8, i, i, i, i, i, ., i, i, i, -8
- O=C(Nc1ccc(Cl)c(Cl)c1)NC1CCS(=O)(=O)C1 (stereo not given)
    0.3, i, i, i, i, i, i, i, i, i, 18
- Cc1cc(C(=O)N2CCCC(N3CCN(c4ccc(F)cc4)CC3)C2)c(C)o1 (stereo not given)
    0.0, i, i, i, i, i, i, i, i, i, 0
- Cc1n[nH]c(C)c1S(=O)(=O)N1CCCC(C(=O)Nc2nccs2)C1 (stereo not given)
    -0.4, i, i, i, i, i, i, i, i, i, 16
- COc1cccc(CNC(=O)C2CCN(C(=O)N(C)C)CC2)c1
    -0.1, i, i, i, i, i, i, i, i, i, 12
- Cc1ccc(C)c(S(=O)(=O)N2CCCC2CNC(=O)C(=O)NCCc2ccccc2)c1 (stereo not given)
    0.0, i, i, i, i, i, i, i, i, i, 23
- O=C(COC(=O)CNC(=O)c1ccc(Cl)cc1)Nc1ccc2c(c1)OCCO2
    -0.6, i, i, i, i, i, i, i, i, i, -4
- O=C(CC1CC2CCC1C2)NC1CCCCCCC1 (stereo not given)
    3.8, i, i, i, i, i, i, i, i, i, 25
- CC(=O)c1cccc(OCc2cc(C(=O)NC(C)Cc3cccnc3)no2)c1 (stereo not given)
    0.8, i, i, i, i, i, i, i, i, i, -86*
